TRPM1 prom inh: MITF TRPM1 promoter inhibition in SK-MEL-5 cells. actives 0.83% (n = 330,000). inhibition, % at 12.5 µM. SK-MEL-5 TRPM1 promoter luciferase, 24 h;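 active means mean inhibition across replicates of 60% or more, whatever share of single replicates reaches that level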; further: values of inactives mirror those of a sister screen read the other way
NR2E3 ag-1: NR2E3 (human) agonism; Q9Y5X4; GST-NR2E3/biotin-RetCOR TR-FRET, 1536-well; inhibition of corepressor binding, % at 4.78 µM; actives 0.12% (n = 320,000); AID 2300;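 active means percent inhibition above the cutoff of mean plus 3 SD of all tested compounds, set per screening campaign, cut at about 20% in these data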;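 further: 0% = DMSO wells and 100% = biotin wells as full block of FRET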
Target sequence (Q9Y5X4 whole entry, looked up): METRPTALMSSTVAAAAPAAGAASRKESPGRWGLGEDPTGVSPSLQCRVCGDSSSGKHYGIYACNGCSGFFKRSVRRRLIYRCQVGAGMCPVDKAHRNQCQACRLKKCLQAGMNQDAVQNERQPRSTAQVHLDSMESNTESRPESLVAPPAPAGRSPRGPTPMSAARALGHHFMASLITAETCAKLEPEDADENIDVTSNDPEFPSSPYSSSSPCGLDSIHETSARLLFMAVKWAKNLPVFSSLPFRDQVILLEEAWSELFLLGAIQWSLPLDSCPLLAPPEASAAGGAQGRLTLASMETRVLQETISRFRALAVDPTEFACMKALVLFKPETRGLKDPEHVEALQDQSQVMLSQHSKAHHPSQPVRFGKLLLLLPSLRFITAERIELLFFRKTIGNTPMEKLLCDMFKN
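Format: 1536-well format; test system: GST-NR2E3 and biotin-RetCOR proteins; read-out basis: percent inhibition of TR-FRET ratio; timing: 5 h incubation at 4 °C; detection: time-resolved FRET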
Peg3 prom inh: inhibitors of Peg3 promoter; HeLa PEG-Prom luciferase reporter, luminescence, overnight; inhibition, % at 20 µM; actives 1.7% (n = 360,000); AID 588405;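 active means inhibition of at least 50% at 20 µM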
EBV LMP1 NFkB: inhibitors of Epstein-Barr LMP1-induced NF-kappaB reporter; inhibition, % at 12.5 µM; actives 0.69% (n = 350,000); LMP1-induced NF-kappaB luciferase reporter cells, luminescence; in the data active means inhibition above about 41%;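 further: 0% = neutral control wells and 100% = reference inhibitor control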
TRAIL sens C8: caspase-8 TRAIL sensitization; NB7+C8 cells + TRAIL, ATPlite viability luminescence; inhibition (viability loss, TRAIL sensitization), % at 10 µM; actives 1% (n = 360,000); AID 624354;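 active means compounds causing at least 50% loss of cell viability in the single-dose screen, relative to plate controls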
HIF-2a block: HIF-2a inhibition. 786-0 RCC cells HIF-2a reporter, luciferase luminescence, overnight. inhibition, % at 18.8 µM. AID 624352. actives 0.72% (n = 360,000);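 active means inhibition of the luminescence signal of 40% or more relative to plate controls, in a single-dose primary screen at 18.75 µM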
CF NFkB inh: blocks PAF-induced NF-kB reporter in cystic fibrosis cells; KKLEB NF-kB-GFP reporter, GFP fluorescence overnight; inhibition, % at 5 µM; actives 0.86% (n = 360,000);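 active means at least 50% inhibition at 5 µM, scaled per plate between neutral and stimulator controls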;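 further: PAF is a Pseudomonas aeruginosa culture filtrate used as stimulus; plate controls were PAF-stimulated DMSO wells for no effect and unstimulated DMSO wells for full effect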
KKLEB cytotox: counter-screen for CF NF-kB inhibitors: cytotoxicity. KKLEB CF airway cells viability, ATPlite luminescence, overnight; hits give low values; cells stimulated with P. aeruginosa culture filtrate. activity change (cytotoxicity), % at 5 µM. actives 0.36% (n = 360,000);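 active means corrected activity change at or below -50% at 5 µM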
iPSC survival up: increases survival of single human iPS cells. hiPSC single-cell survival, ATPlite luminescence; 100% = ROCK inhibitor wells, 0% = DMSO. survival enhancement, % at 20 µM. actives 0.044% (n = 360,000). AID 602274; in the data active means survival enhancement above about 18%;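 further: cells exposed to compounds for 16 hours before the ATP read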
NR2E3 ag-2: human photoreceptor-specific nuclear receptor agonism | CHO-S Gal4-NCOR/VP16-NR2E3 two-hybrid, luciferase | AID 602229 | actives 0.35% (n = 360,000) | Q9Y5X4 | inhibition of corepressor binding, % at 3.98 µM;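 active means inhibition above the mean of all tested compounds plus 3 SD, cut at about 70% in these data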;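 further: 0% = DMSO with NR2E3 transfected cells and 100% = cells lacking NR2E3 construct; higher means lower luciferase signal from less NR2E3 corepressor binding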
Shn3 inh set2: inhibitors of Schnurri-3 3'UTR reporter in osteoblasts | Clone20 osteoblast Shn3 3'UTR firefly luciferase, 24 h | inhibition, % at 12.5 µM | actives 0.52% (n = 360,000) | AID 588674;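 active means mean inhibition of at least 75% with every replicate also reaching 75%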;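 further: 0% = median of neutral control wells and 100% = pilot-screen positive control compound; some compounds past the cut are filed as inactive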
An asterisk follows results filed as active; · = not tested or not shown. These rows are one share of the data; the hit share may differ from the screen's.

SMILES | TRPM1 prom inh | NR2E3 ag-1 | Peg3 prom inh | EBV LMP1 NFkB | TRAIL sens C8 | HIF-2a block | CF NFkB inh | KKLEB cytotox | iPSC survival up | NR2E3 ag-2 | Shn3 inh set2
O=C(CCNS(=O)(=O)c1cccs1)N1CCN(c2cccc(Cl)c2)CC1 | -3 | 0 | 1 | 4 | 0 | -1 | -2 | 12 | 0.1 | -9 | 20
CC1(c2ccc(Cl)cc2Cl)OCC(Cn2ccnc2)O1 (stereo not given) | 19 | -1 | 25 | -2 | 18 | 17 | -7 | 7 | 0.3 | 0 | -2
COc1ccc(N2CC(C(=O)OC(C)C(=O)c3ccccc3)CC2=O)cc1 (stereo not given) | 6 | -2 | 15 | -3 | -4 | 15 | 7 | 11 | -0.6 | -10 | 12
CCN(C(=O)COC(=O)c1oc2ccc(OC)cc2c1C)C1CCCCC1 | 1 | -5 | 9 | 2 | -10 | 0 | 12 | -5 | -0.4 | 9 | 1
COc1cc(/C=N/NC(=O)c2cc[n+]([O-])cc2)ccc1O | 1 | -3 | 9 | 3 | -12 | 13 | 4 | 6 | 0.0 | 24 | 5
Nc1nc(-c2cccc(F)c2)cs1 | -43 | -2 | -86 | -13 | 2 | -176 | 0 | 6 | -2.6 | -52 | -68
CCOC(=O)c1c(NC(=O)Cn2cc([N+](=O)[O-])cn2)sc2c1CCC2 | 19 | 1 | 5 | 3 | -8 | 19 | -16 | -27 | 2.6 | -3 | 15
c1ccc(Cn2ccnc2-c2ccco2)cc1 | -37 | -2 | -111 | -7 | -3 | -166 | -4 | -11 | 0.0 | -83 | -28
CC(C)C(=O)NC(C)C(c1cccs1)N1CCN(c2ccccc2)CC1 (stereo not given) | -2 | 2 | 11 | -3 | -6 | -4 | 12 | -6 | -0.7 | 2 | 16
CC(=O)Nc1cccc(NC(=O)Nc2ccc(C(C)=O)cc2)c1 | -35 | 5 | -32 | -2 | 14 | -61 | 1 | 1 | -3.5 | -9 | 24
O=c1[nH]c2ccccc2cc1-c1nnn(-c2ccc(F)cc2)n1 | -78 | 4 | -255 | -22 | 62* | -161 | -14 | -13 | -4.3 | -55 | -204
O=C(C1CCN(S(=O)(=O)c2ccccc2F)CC1)N1CCc2ccccc21 | 0 | 4 | -1 | 1 | 3 | -19 | -7 | 0 | -0.4 | -4 | 5
C[C@H](CO)N1C[C@H](C)[C@@H](CN(C)S(=O)(=O)c2cccs2)Oc2ccc(NC(=O)Cn3cnnn3)cc2C1=O | 0 | · | -2 | -5 | -4 | 7 | -26 | 8 | 3.1 | -14 | 1
O=[n+]1c2c(n([O-])c3cc(F)c(N4CCCC4)cc31)CCC2 | -7 | -5 | -35 | -2 | -10 | -23 | 3 | 14 | -1.6 | -18 | 8
Cc1cccn2c(=O)c(/C=C(\C#N)C(=O)NC3CCS(=O)(=O)C3)c(N3CC(C)OC(C)C3)nc12 (stereo not given) | 8 | 4 | 21 | -3 | -6 | 7 | -28 | 3 | 0.7 | -6 | -12
CCOC(=O)c1ccc(NC(=S)N(CCN2CCCCCC2)Cc2ccco2)cc1 | -9 | 3 | 5 | -3 | 24 | 18 | 19 | 0 | 0.4 | -9 | 16
CC(C)(C)C(=O)Nc1cc(NC(=O)C(C)(C)C)cc(C(=O)Nc2cc(C(=O)O)cc(C(=O)O)c2)c1 | -9 | 7 | -1 | 0 | 1 | 5 | 2 | 4 | -0.4 | 1 | -6
Cc1ccc(S(=O)(=O)N2CCC(C(=O)NCCc3ccccn3)CC2)cc1 | 2 | 2 | 15 | 4 | -1 | 12 | -3 | 4 | -0.5 | 1 | 20
COc1ccc(C2=NNC(c3cccs3)=Nc3ccc(OC)cc32)cc1 | 0 | -1 | -7 | -6 | 9 | -26 | 0 | 0 | -1.4 | -38 | -23
Cc1ccc(C)c(NC(=O)CSc2nc(C)cs2)c1 | 10 | 0 | 8 | -7 | 0 | -10 | 14 | 4 | 1.0 | -4 | 21
CC(C)NC(=O)N(C)C[C@H]1Oc2c(cccc2N(C)C)C(=O)N([C@H](C)CO)C[C@@H]1C | 0 | · | 0 | -3 | -5 | 2 | -21 | 2 | 8.7 | 17 | 2
COC(=O)C1=C(N)Oc2cc(C)n(CC3CCCO3)c(=O)c2C1c1ccccc1OC (stereo not given) | 14 | 0 | 9 | -6 | -5 | 8 | 2 | 1 | 1.0 | -1 | -51
CCOC(=O)c1cc(C(=O)NNC(=O)c2cccc([N+](=O)[O-])c2)c(C)nc1C | -6 | · | 1 | 0 | -1 | 5 | -5 | -3 | -0.2 | -18 | -6
CCOC(=O)Nc1ccc2c(c1)N(C(=O)CN(CC)CC)c1ccccc1CC2 | 4 | · | 5 | -13 | 5 | 5 | 2 | -3 | -0.8 | 5 | 18
O=C(COC(=O)CCC(=O)c1cccs1)NCCc1ccccc1 | -14 | · | 1 | 8 | -2 | 11 | 4 | -4 | 1.6 | -28 | 11

Some entries already given, reduced to EBV LMP1 NFkB and HIF-2a block:
compound	EBV LMP1 NFkB	HIF-2a block
CC(C)C(=O)NC(C)C(c1cccs1)N1CCN(c2ccccc2)CC1 (stereo not given)	-3	-4
c1ccc(Cn2ccnc2-c2ccco2)cc1	-7	-166
Nc1nc(-c2cccc(F)c2)cs1	-13	-176
O=c1[nH]c2ccccc2cc1-c1nnn(-c2ccc(F)cc2)n1	-22	-161

Additional structures follow:
SMILES | TRPM1 prom inh | NR2E3 ag-1 | Peg3 prom inh | EBV LMP1 NFkB | TRAIL sens C8 | HIF-2a block | CF NFkB inh | KKLEB cytotox | iPSC survival up | NR2E3 ag-2 | Shn3 inh set2
O=C1OC[C@H](Cc2ccc3c(c2)OCO3)/C1=C\c1ccc2c(c1)OCO2 | 18 | 0 | 3 | 13 | 12 | -73 | -34 | 18 | -0.3 | 52 | 82
Fc1ccc(NC(=S)Nc2cccc(Cl)c2)cc1 | -2 | 0 | -14 | -6 | 7 | -12 | -16 | -3 | -1.9 | 19 | 51
Cc1c(-c2ccccc2)[n+](=O)c2c(n1[O-])CCCC2 | -7 | -7 | 4 | -6 | 15 | 24 | 10 | 6 | 1.4 | -9 | 13
CCCC(=O)Nc1ccc2c(c1)nc(CCNC(=O)c1ccco1)n2C | · | 3 | 9 | · | 15 | 18 | 13 | -24 | -0.3 | 2 | 3
N#CC(C#N)=NNc1ccc(S(=O)(=O)N2CCCCC2)cc1 | 5 | 2 | 10 | 19 | 3 | 10 | 71* | -17 | -2.8 | 12 | 5
CC(=O)Nc1ccc(S(=O)(=O)Nc2nc3ccc(C)cc3s2)cc1 | 5 | 1 | 4 | -6 | -11 | 9 | -13 | -8 | -1.1 | 9 | 1
COCc1[nH]nc2c1C(c1ccccc1OC)C(C#N)=C(N)O2 (stereo not given) | 2 | -1 | 16 | -20 | -1 | 18 | -24 | 4 | -2.3 | 8 | -19
Brc1ccc2nc(-c3ccncc3)c(NC3CCCC3)n2c1 | -17 | -1 | 7 | 5 | -4 | 22 | 41 | -23 | -0.8 | -12 | 18
O=C(c1cccc2c1-c1ccccc1/C2=N/O)N1CCCCC1 | 1 | 0 | 13 | 12 | -15 | 36 | 50 | -4 | 1.4 | -6 | 14
Cc1ccc(-c2nc(-c3cccnc3)sc2CC(=O)O)cc1 | 11 | 0 | 3 | 12 | 1 | 11 | -15 | 11 | 1.6 | -3 | -4
CC(CNC(=O)CCS(=O)(=O)c1ccc2c(c1)oc(=O)n2C)c1ccccc1 (stereo not given) | 4 | 0 | -1 | -10 | 12 | -1 | 6 | 16 | -0.5 | -2 | -4
COC(=O)c1sc2nc(SCc3cccc(F)c3)n(N)c(=O)c2c1C | 9 | 3 | 13 | 2 | 13 | 13 | 20 | -30 | -0.7 | -25 | -3
Cc1cc(C)nc(N2CCCC(C(=O)Nc3nc4ccc(S(C)(=O)=O)cc4s3)C2)n1 (stereo not given) | 13 | 4 | 20 | 5 | -16 | -5 | -7 | 1 | -3.9 | 17 | -8
CC1CN(C(=O)COC(=O)c2ccc(N(C)C)cc2)CC(C)O1 (stereo not given) | 12 | 3 | 3 | -16 | -8 | 8 | -8 | 5 | -0.2 | -4 | -27
CCC(C)c1ccc(S(=O)(=O)N2CCN(C(C)CC(=O)O)CC2)cc1 (stereo not given) | -8 | 0 | 1 | -1 | -2 | 14 | -1 | -3 | 1.8 | -14 | 3
O=C(Nc1ccccc1N1CCOCC1)c1ccc(S(=O)(=O)NCc2ccco2)cc1 | -14 | 2 | 6 | 0 | -7 | 3 | 7 | 5 | -0.6 | -7 | 7
Cc1nc2nc[nH]n2c(=O)c1NS(=O)(=O)c1ccc([N+](=O)[O-])cc1 | 11 | 2 | 10 | 0 | -10 | 5 | -9 | 9 | -0.3 | -1 | 1
Cc1ccc(CC(=O)Nc2ncc([N+](=O)[O-])s2)cc1 | -51 | 0 | -154 | -27 | -9 | -254 | 17 | 8 | 8.4 | -125 | -55
C/C(CC(=O)Nc1cc(C)ccn1)=N\NC(=O)c1ccccc1C | -12 | -3 | -29 | -3 | 9 | -13 | -13 | -3 | -0.2 | -30 | -14
Cc1ccc(NC2CCCN(C(=O)c3ccoc3C)C2)cc1C (stereo not given) | -4 | · | -3 | -3 | 0 | 16 | 12 | 0 | 0.9 | -4 | 10
C=CCN(CC=C)C(=S)NC(=O)c1ccc(-c2ccccc2)cc1 | 13 | -1 | -29 | 19 | 17 | -58 | 28 | -18 | -0.2 | 16 | -8
O=S(=O)(NC1CCCCC1)c1ccc(Br)cc1 | 0 | 5 | 16 | -11 | -15 | 22 | 6 | -1 | -3.0 | -9 | -21
CCCn1c(C(C)Nc2nc(-c3ccc(C)cc3)cs2)nc2cc(Cl)c(N3CCCCC3)cc21 (stereo not given) | 12 | -1 | 17 | -2 | -1 | 9 | 16 | -3 | -1.6 | 7 | -10
CCCS(=O)(=O)NC(=O)C1(C)CCCN(C(=O)CCc2cccs2)C1 (stereo not given) | · | · | 7 | · | 1 | 15 | 10 | -1 | 7.6 | 10 | -21
CCOC(=O)c1c(CN(C)C)n(-c2ccc(C)cc2)c2cc(Br)c(O)cc12 | -16 | -1 | -6 | -4 | 6 | 8 | -1 | -1 | 0.7 | -15 | -1
O=C1c2cccnc2C(=O)N1Cc1ccc(S(=O)(=O)N2CCOc3ccc(Cl)cc32)cc1 | 14 | 2 | 10 | 7 | -1 | 16 | 4 | 1 | 0.9 | -8 | 3
CCC(C)(C)NC(=O)C1CC(=O)N(CCc2ccc(F)cc2)C1 (stereo not given) | 9 | 2 | 18 | 3 | -5 | 17 | 10 | -1 | 0.5 | -31 | -1
Cc1ccc(C)c(N(C(=O)CNC(=O)c2ccco2)C(C(=O)NC2CCCCC2)c2ccncc2)c1 (stereo not given) | 10 | 3 | -5 | 3 | -10 | 10 | 0 | 3 | -0.7 | -31 | 1
Cc1ccc(NC(=S)NCc2ccc3c(c2)OCO3)c(C)c1 | -3 | 4 | -3 | -2 | 4 | 1 | 12 | -1 | -0.2 | -5 | 3
